# TbREL1 inh: TbREL1 RNA ligase inhibitors, primary screen, biochemical, FRET fluorescence; TbREL1 RNA ligation; inhibition, % at 9.66 µM; actives 0.49% (n = 89,000); AID 1117264, 2014;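 active = inhibition above the mean inhibition across all screened compounds plus 3 SD, cut at about 11% in these data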;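 also: 0% = plate median of test wells and 100% = NSC42067 control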
# Target sequence (P86926 whole entry, looked up): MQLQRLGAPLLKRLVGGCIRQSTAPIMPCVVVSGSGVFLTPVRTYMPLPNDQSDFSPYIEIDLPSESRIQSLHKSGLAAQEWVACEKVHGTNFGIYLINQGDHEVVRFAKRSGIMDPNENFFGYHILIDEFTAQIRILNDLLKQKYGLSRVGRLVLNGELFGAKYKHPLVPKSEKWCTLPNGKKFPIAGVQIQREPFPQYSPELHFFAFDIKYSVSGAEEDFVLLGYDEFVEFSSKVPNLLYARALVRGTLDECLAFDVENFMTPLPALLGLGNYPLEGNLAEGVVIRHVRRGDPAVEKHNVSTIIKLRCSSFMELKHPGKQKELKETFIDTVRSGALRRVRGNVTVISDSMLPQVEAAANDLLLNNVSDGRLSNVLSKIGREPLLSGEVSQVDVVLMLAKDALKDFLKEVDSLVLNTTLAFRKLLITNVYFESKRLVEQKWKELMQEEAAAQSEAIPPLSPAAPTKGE
# An asterisk follows results filed as active. Some of the compounds tested; the hit share may differ from the screen's.
# Preview (24 entries):
SMILES,TbREL1 inh
Cc1ccc(-n2ncc3c2CC(C)(C)CC3NC(=O)CN2CCCC2=O)cc1 (stereo unspecified),0
CCOC(=O)N1CCN(c2nc(-c3ccc(Cl)cc3)cs2)CC1,-2
Cc1c(Cl)cccc1N=C1NC(=O)CS1,2
C[C@@H]1C=CCCO[C@]12C(=O)N(Cc1ccc(F)cc1)c1cccc(Br)c12,1
O=C(CCc1n[nH]c(=O)[nH]c1=O)N1CCCCC1,0
CCOC(=O)c1c(C)n(CCNC(C)=O)c2ccc(O)cc12,-2
COc1ccc(CNC(=O)c2cnc3scc(C)n3c2=O)cc1,1
Cc1ccccc1NC(=O)NCCc1nc2ccccc2[nH]1,1
COC(=O)c1sccc1NC(=O)c1cc(-c2ccc(C)cc2C)nc2ccccc12,1
Cc1ccc(N2C(=O)N(CC(=O)Nc3cc(F)ccc3C)C(=O)C2C)cc1 (stereo unspecified),6
COc1ccc(C(C(=O)NC2CCCC2)N(C(=O)c2csnn2)C2CCCC2)cc1 (stereo unspecified),-4
CCN(C(=O)Cn1nnc(-c2ccncc2)n1)c1ccccc1,2
COC(=O)c1cc(S(=O)(=O)N2CCCN(C(C)=O)CC2)cn1C,2
COc1c(C(=O)NC(=S)Nc2nnn(C)n2)cc2ccccc2c1Br,2
CCCN1Cc2cccc(C(=O)Nc3ccc(CC)cc3)c2C1=O,7
Oc1ccccc1NCC(O)Cn1ccc2ccccc21 (stereo unspecified),-4
COCCNC(=O)CN(C(=O)c1ccc(N2CCCC2)nc1)c1ccc(Cl)cc1,2
CCCCN(C)C(=O)c1sc(=O)n(Cc2ccccc2C#N)c1C,-2
COc1ccccc1Cn1c(C)c(C(=O)NCc2cccc(C)c2)sc1=O,-5
Cc1ccccc1NC(=O)C(Cc1ccccc1)n1cccc1 (stereo unspecified),-3
NC(=O)Cn1c(=O)oc2ccccc21,-1
COc1ccc(Nc2nccc(-c3cccc(N)c3)n2)cc1,-2
COC(=O)Nc1nn(Cc2ccccc2F)cc1Br,3
C=CCOc1ccc(/C=C/C(=O)OCC(=O)N2CCCc3ccccc32)cc1,-1

# The list itself, from the first entry:
SMILES,TbREL1 inh
Cc1ccc(-n2ncc3c2CC(C)(C)CC3NC(=O)CN2CCCC2=O)cc1 (stereo unspecified),0
CCOC(=O)N1CCN(c2nc(-c3ccc(Cl)cc3)cs2)CC1,-2
Cc1c(Cl)cccc1N=C1NC(=O)CS1,2
C[C@@H]1C=CCCO[C@]12C(=O)N(Cc1ccc(F)cc1)c1cccc(Br)c12,1
O=C(CCc1n[nH]c(=O)[nH]c1=O)N1CCCCC1,0
CCOC(=O)c1c(C)n(CCNC(C)=O)c2ccc(O)cc12,-2
COc1ccc(CNC(=O)c2cnc3scc(C)n3c2=O)cc1,1
Cc1ccccc1NC(=O)NCCc1nc2ccccc2[nH]1,1
COC(=O)c1sccc1NC(=O)c1cc(-c2ccc(C)cc2C)nc2ccccc12,1
Cc1ccc(N2C(=O)N(CC(=O)Nc3cc(F)ccc3C)C(=O)C2C)cc1 (stereo unspecified),6
COc1ccc(C(C(=O)NC2CCCC2)N(C(=O)c2csnn2)C2CCCC2)cc1 (stereo unspecified),-4
CCN(C(=O)Cn1nnc(-c2ccncc2)n1)c1ccccc1,2
COC(=O)c1cc(S(=O)(=O)N2CCCN(C(C)=O)CC2)cn1C,2
COc1c(C(=O)NC(=S)Nc2nnn(C)n2)cc2ccccc2c1Br,2
CCCN1Cc2cccc(C(=O)Nc3ccc(CC)cc3)c2C1=O,7
Oc1ccccc1NCC(O)Cn1ccc2ccccc21 (stereo unspecified),-4
COCCNC(=O)CN(C(=O)c1ccc(N2CCCC2)nc1)c1ccc(Cl)cc1,2
CCCCN(C)C(=O)c1sc(=O)n(Cc2ccccc2C#N)c1C,-2
COc1ccccc1Cn1c(C)c(C(=O)NCc2cccc(C)c2)sc1=O,-5
Cc1ccccc1NC(=O)C(Cc1ccccc1)n1cccc1 (stereo unspecified),-3
NC(=O)Cn1c(=O)oc2ccccc21,-1
COc1ccc(Nc2nccc(-c3cccc(N)c3)n2)cc1,-2
COC(=O)Nc1nn(Cc2ccccc2F)cc1Br,3
C=CCOc1ccc(/C=C/C(=O)OCC(=O)N2CCCc3ccccc32)cc1,-1
Cc1cccn2c(=O)c3cc(C(=O)N4COCC4(C)C)n(C)c3nc12,-2
NC(=O)c1oc2ccccc2c1NC(=O)CN1CCCCC1,-1
CC1(C(=O)Nc2cccc(C(F)(F)F)c2)Cc2c(-c3cccc(C(F)(F)F)c3)ccnc2O1 (stereo unspecified),3
O=C(OCN1C(=O)c2ccccc2C1=O)c1ccco1,2
O=C(CNC(=O)c1ccc(Cl)cc1Cl)OCC(=O)N1CCCC1,4
O=C(CCNC(=O)c1ccc(Br)o1)NCc1ccccn1,4
O=C(CCC(=O)N1CCN(S(=O)(=O)c2ccc3ccccc3c2)CC1)NCC(F)(F)F,0
O=C(C[C@H]1C/C=C\C[C@H](Cc2ccc(F)cc2)C(=O)OCCNC1=O)NCCO,5
CCN(CC(=O)Nc1ccc(NC(C)=O)cc1)C(=O)c1ccc(C(=O)c2ccccc2)cc1,-2
CCOC(=O)c1cc(-c2ccc3c(c2)OCO3)nc2onc(C)c12,-2
O=C(Nc1ccccc1C(=O)NC1CCCC1)NC1CCCC1,3
CCCCc1ccc(NC(=S)N2CCCC(C)C2)cc1 (stereo unspecified),-6
Cc1ccc([C@H](C)NC(=O)C2=C(N)N(S(=O)(=O)c3ccc(C)cc3)C(C(=O)c3ccccc3)C2c2ccccc2Cl)cc1 (stereo partly specified),0
CCCCN(C)C(=O)CCC(=O)NNc1nc2ccccc2c2nc(C)nn12,-4
Cc1ccc(NC(=O)CSC(C)C(=O)OCc2cc(=O)oc3cc(O)ccc23)cc1 (stereo unspecified),-2
O=C(CSc1nnc(Cc2cccs2)n1-c1ccccc1)NC1CCCCC1,-3
O=[N+]([O-])c1ccc2c(c1)nc(CO)n2Cc1ccccc1,-1
Cc1cc(C(=O)COC(=O)CCC(=O)c2ccc3c(c2)OCCO3)c(C)n1Cc1ccco1,-3
Cc1ccc(CSc2nnc(-c3ccncc3)n2CC2CCCO2)cc1 (stereo unspecified),-1
O=S(=O)(Nc1ccccc1)c1ccc2c(c1)CCO2,1
CCCC1CCC2(CCCN2CCOC(=S)NCc2cccc(C)c2)CC1 (stereo unspecified),0
CC(c1ccc2c(c1)OCO2)n1c(=S)[nH]c2ccccc2c1=O (stereo unspecified),-2
Cc1cccc(NC(=S)NCCc2ccc(Cl)cc2)c1C,-9
Nc1nnc(SCC(=O)Nc2sc3c(c2C(=O)c2ccccc2)CCCC3)s1,-4
CNc1nc(N)c([N+](=O)[O-])c(Nc2cccc(OC)c2)n1,3
COCC(=O)N1CCC(n2nccc2NC(=O)c2ccccc2OC)CC1,5
Cc1cc(=O)oc2c(C)c(OC(C)C(=O)NCCN3CCOCC3)ccc12 (stereo unspecified),-1
COc1ccc(NS(=O)(=O)c2cc(NC(=O)c3cnccn3)ccc2OC)cc1Br,-4
Cc1ccc2nc(-c3ccccc3O)c(Nc3ccc4c(c3)OCCO4)n2c1,-2
O=S(=O)(NCC1CCCO1)c1ccc(NS(=O)(=O)c2ccc(F)cc2)cc1 (stereo unspecified),-1
c1coc(CNc2c3c(nc4ncnn24)CCC3)c1,5
Cc1ccc(C)c(N2CCN(C(=O)CCc3nc(-c4ccccc4Cl)no3)CC2)c1,2
COCCNS(=O)(=O)c1cccn1-c1ncc(C(F)(F)F)cc1Cl,-1
COc1ccc(CCN2C(=S)NC3CC2(C)Oc2ccc([N+](=O)[O-])cc23)cc1OC (stereo unspecified),-9
CCOc1ccccc1NC(=O)CN1CCCCCC1,3
Cc1ccc(CNC(=O)c2cc3cc(Br)ccc3oc2=N)cc1,0
# More records follow:
SMILES,TbREL1 inh
COC(=O)c1nc(C(=O)OC)c(C(=O)OC)nc1C(=O)OC,0
COc1ccc(NC2CCCN(Cc3cccc4cnccc34)C2)cc1OC (stereo unspecified),-12
O=C1NC(=NCc2ccccc2)NC1(c1ccccc1)c1ccccc1,1
COc1ccc2cc(C3CC(c4ccco4)=NN3S(=O)(=O)c3ccccc3)c(Cl)nc2c1 (stereo unspecified),-2
Cc1cc(C)c2c(CN3CCOCC3)cc(=O)oc2c1,1
Cc1ccc(S(=O)(=O)N2CCCCC2CCNC(=O)C(=O)Nc2ccccc2F)cc1 (stereo unspecified),-4
Cc1ccc(Cn2c(C3CCCN3c3nc(-c4cc(Cl)c(N)c(Cl)c4)cs3)nc3cc(C(=O)NCCCO)ccc32)cc1 (stereo unspecified),-3
S=C(NCc1ccco1)Nc1ccc(Cl)cc1,0
COc1cc(C#Cc2c(-c3cncn3C)n(C)c3ccc(-c4ccc5[nH]ccc5c4)cc23)cc(OC)c1,-2
CCOc1cc(N2CCOCC2)c(OCC)cc1NC(=O)CC12CC3CC(CC(C3)C1)C2,-5
CCOC(=O)C1=C(Nc2ccc(Br)cc2)CC(C)(O)C(C(=O)OCC)C1c1ccccc1 (stereo unspecified),0
CN(C)c1ccc(N=Nc2ccc(C(=O)O)cc2)cc1,5
CCOc1nc(NCc2ccco2)nc(Nc2ccccc2F)n1,-3
Cc1ccccc1OCc1nnc(SCC(=O)O)n1-c1ccccc1,-2
COc1ccc2nc3ccccc3nc2c1NC(=O)c1ccc(Cl)cc1,-3
c1ccc2c(-c3nc4ncccc4o3)cccc2c1,2
CC(C)(C)c1nnc2cccc(Cl)n12,-1
COc1ccc(OC)c(C(c2nnnn2Cc2ccccc2)N2CCN(C3CCCCC3)CC2)c1 (stereo unspecified),-2
COc1ccccc1C(=O)NCCCNC(=O)c1ccccn1,0
O=C(/C=C/c1ccccc1)Oc1coc(CSc2ncccn2)cc1=O,2
CCc1nc(NCC2CCCO2)c2oc3ccccc3c2n1 (stereo unspecified),-1
O=C(Nc1ccc(Oc2ccccc2)cc1)C1CCN(c2nnc(-n3cccc3)s2)CC1,-1
O=C(N/N=C/c1ccccn1)c1cc(-c2ccc(Br)s2)[nH]n1,0
CSCCC(NS(=O)(=O)c1ccc2c(c1)oc(=O)n2C)C(=O)NCc1cccs1 (stereo unspecified),0
CCOCCCNC(=O)CCNS(=O)(=O)c1ccc(C)cc1,-3
Cc1ccccc1N1CCN(C(=S)c2ccc(-c3cccc([N+](=O)[O-])c3)o2)CC1,-2
COc1ccc2c(=O)c3c(=O)n(Cc4ccco4)c(-c4ccc(C)cc4)nc3oc2c1,7
CC(C)c1ccc(NC(=O)Nc2nc(C(N)C3CCCCC3)cs2)cc1 (stereo unspecified),3
Cc1ccc(NC(=S)NCCSc2ccc(Cl)cc2)cc1,3
CCOC(=O)CC12CN3CN(C1)CC(CC(=O)OCC)(C3)C2=O,2
COC(=O)[C@@]12CCCCC=C1N(CCc1ccc(Cl)cc1)C(=O)[C@H]2CC(=O)NCCC(C)C,1
COc1ccc(NC(=O)CC2C(=O)Nc3ccccc3N2CC(=O)N2CCCC2)cc1 (stereo unspecified),-3
Cc1csc(SC(C)C(=O)Nc2ccc(S(=O)(=O)N3CCCC3)cc2)n1 (stereo unspecified),0
Cc1ccc(S(=O)(=O)NC(CC(C)C)C(=O)N2CCOCCOCCOCCOCC2)cc1 (stereo unspecified),1
Cn1cccc1C(=O)N1CCN(S(=O)(=O)c2ccc([N+](=O)[O-])cc2)CC1,-1
Cc1c(C(=O)N2CCN(c3ccccn3)CC2)cccc1[N+](=O)[O-],-1
CCCc1ccc(-c2cc(NC(=O)CSc3n[nH]c(N)n3)n(-c3ccccc3)n2)cc1,0
C[C@@H]1CC=C[C@H]2[C@H]1C(=O)N(Cc1ccccc1)[C@H]2c1cccc([N+](=O)[O-])c1,-1
CN(CC(=O)NCc1cccs1)S(=O)(=O)c1cccc2cccnc12,-1
COc1ccc(CCNc2oc(-c3ccc(C)cc3)nc2C#N)cc1OC,1
COc1ccc(C2C(C(=O)c3cccs3)=C(O)C(=O)N2CCN2CCOCC2)c(OC)c1 (stereo unspecified),0
CCCCN(C(=O)c1cc(CC)c(C)s1)c1c(N)n(CC(C)C)c(=O)[nH]c1=O,0
O=c1n(-c2ccccc2)c(=O)n2n1CCCC2,-5
COC(=O)c1cc(S(=O)(=O)NCc2cccc(OC)c2)cn1C,2
CCCCN1C(=O)C(=O)NC[C@@H]1C(C)CC (stereo partly specified),1
c1ccc(C(c2ccccc2)c2noc(CN3CCN(CC4CC4)CC3)n2)cc1,2
C[C@H]1[C@@H](N(C)Cc2cccs2)CC[C@@]23CCCN2C(=O)CCC[C@@H]13,-4
CCCOc1cc2c(C#N)c(N3CCCC3)nc(N)c2c(N)n1,2

# Some of the entries above in another layout:
Molecule	TbREL1 inh
COc1ccc(C2C(C(=O)c3cccs3)=C(O)C(=O)N2CCN2CCOCC2)c(OC)c1 (stereo unspecified)	0
C[C@@H]1CC=C[C@H]2[C@H]1C(=O)N(Cc1ccccc1)[C@H]2c1cccc([N+](=O)[O-])c1	-1

# Continued:
SMILES,TbREL1 inh
O=C(CNC(=O)c1ccc(Cl)cc1)OCCCOC(=O)CNC(=O)c1ccc(Cl)cc1,6
C[C@H]1CN([C@@H](C)CO)C(=O)CCCn2nncc2CO[C@@H]1CN(C)S(=O)(=O)c1cccc(C#N)c1,-1
C=CCC1(C#N)C(SC)=NC2=C(C(=O)CC(C)(C)C2)C1c1ccc(Br)cc1 (stereo unspecified),-1
COc1ccc(Br)cc1/C=N/N1C(=O)CSC1=S,-1
Cc1ccccc1C(=O)Oc1ccc(-c2csnn2)cc1,1
COc1ccc(CN(C)C(=O)c2ccc(NC(=O)CC3SC(N4CCCCC4)=NC3=O)cc2)c(OC)c1 (stereo unspecified),-2
O=C(NCC1CCCO1)c1ccc2c(=O)n(Cc3ccco3)c(SCC(=O)N3CCCC3)nc2c1 (stereo unspecified),-2
C/C(=N\NC(=O)C(N)=O)c1cccc(C(F)(F)F)c1,2
CCCCCCOC(=O)NCC(O)c1ccccc1 (stereo unspecified),-2
CC(C)C(OC(=O)c1ccco1)C(=O)NCc1ccco1 (stereo unspecified),2
COc1ccc(CCNS(=O)(=O)c2ccccc2)cc1OC,1
Cc1[nH]c2ccccc2c1C(O)CN1CCN(c2cccc(C(F)(F)F)c2)CC1 (stereo unspecified),-4
CCN(Cc1ccccc1)S(=O)(=O)CCNC(=O)c1ccc(OC)cc1,2
Cc1noc(C)c1S(=O)(=O)Nc1ccc2c(c1)CC(=O)N([C@H](C)CO)C[C@H](C)[C@H](CN(C)S(=O)(=O)c1ccc(F)cc1)O2,1

# Bioassay records from PubChem BioAssay.
